Compound activity deposited in PubChem BioAssay by National Center for Advancing Translational Sciences (NCATS).
Tau ThT inhib = qHTS for Inhibitors of Tau Fibril Formation, Thioflavin T Binding; recombinant tau K18 P301L, heparin-induced fibrillization, ThT fluorescence; Potency, µM (series often up to 57.4 µM), for inactives: at the top dose activity, negative = inhibition, usual class: inhibitors; 270,000 tested, 2.1% active; AID 1460, 2008; also: nearly all actives have a fitted effect of over 55% in size
Target sequence (P10636 561-689 P618L limits assumed): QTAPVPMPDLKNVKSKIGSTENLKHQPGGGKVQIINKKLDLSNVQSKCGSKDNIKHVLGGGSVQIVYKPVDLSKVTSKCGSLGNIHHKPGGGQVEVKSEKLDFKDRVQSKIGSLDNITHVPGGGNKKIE
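Using a mix of unlabeled (15 uM) and Alexa 594-labeled (0.24 uM) tau K18 P301L, heparin-triggered fibrillization over 6 hr at 37 C was scored by ThT fluorescence.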
ALDH1A1 block = qHTS Assay for Inhibitors of Aldehyde Dehydrogenase 1 (ALDH1A1). AID 1030, 2008. Purified ALDH1A1, NADH fluorescence, propionaldehyde substrate. Potency, µM (highest dose often 75.3 µM), for the others: at the top dose activity, negative = inhibition, hits mostly inhibitors. 220,000 tested, 7.3% active. Aldehyde dehydrogenase 1A1 (Homo sapiens), P00352; active = well fitted inhibition curve with a large enough effect, not every such curve was filed as active; inconclusive = small, poorly fitted or top-dose-only effect, or another doubt; inactive = no such curve, though single readings can be large or run the other way;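 also: plate controls were no enzyme wells and a reference inhibitor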
Tau fluor cs = Counterscreen qHTS for Inhibitors of Tau Fibril Formation, Fluorescence Polarization | AID 1463, 2008 | 280,000 tested, 0.93% active | Potency, µM (series often up to 57.7 µM), for the others: top-dose activity change, negative = decrease | tau K18 P301L (four-repeat tau fragment) Alexa594 fluorescence, heparin fibrillization; also: nearly all actives have a fitted effect of over 55% in size
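Human K18 P301L tau (15 uM unlabeled plus 0.24 uM Alexa 594-labeled, final) in 100 mM sodium acetate pH 7 was mixed with compound and 20 uM heparin and incubated 6 hr at 37 C.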
L3MBTL1 inh = qHTS Assay for the Inhibitors of L3MBTL1; Lethal(3)malignant brain tumor-like protein 1 (Homo sapiens), Q9Y468; AlphaScreen L3MBTL1–H3K9me1 peptide binding; Potency, µM (highest dose often 57.1 µM), for inactives: at the highest dose activity, negative = inhibition, actives largely listed as inhibitors; 230,000 tested, 0.66% active; also: nearly all actives have a fitted effect of over 60% in size
Target sequence (Q9Y468 whole entry, looked up): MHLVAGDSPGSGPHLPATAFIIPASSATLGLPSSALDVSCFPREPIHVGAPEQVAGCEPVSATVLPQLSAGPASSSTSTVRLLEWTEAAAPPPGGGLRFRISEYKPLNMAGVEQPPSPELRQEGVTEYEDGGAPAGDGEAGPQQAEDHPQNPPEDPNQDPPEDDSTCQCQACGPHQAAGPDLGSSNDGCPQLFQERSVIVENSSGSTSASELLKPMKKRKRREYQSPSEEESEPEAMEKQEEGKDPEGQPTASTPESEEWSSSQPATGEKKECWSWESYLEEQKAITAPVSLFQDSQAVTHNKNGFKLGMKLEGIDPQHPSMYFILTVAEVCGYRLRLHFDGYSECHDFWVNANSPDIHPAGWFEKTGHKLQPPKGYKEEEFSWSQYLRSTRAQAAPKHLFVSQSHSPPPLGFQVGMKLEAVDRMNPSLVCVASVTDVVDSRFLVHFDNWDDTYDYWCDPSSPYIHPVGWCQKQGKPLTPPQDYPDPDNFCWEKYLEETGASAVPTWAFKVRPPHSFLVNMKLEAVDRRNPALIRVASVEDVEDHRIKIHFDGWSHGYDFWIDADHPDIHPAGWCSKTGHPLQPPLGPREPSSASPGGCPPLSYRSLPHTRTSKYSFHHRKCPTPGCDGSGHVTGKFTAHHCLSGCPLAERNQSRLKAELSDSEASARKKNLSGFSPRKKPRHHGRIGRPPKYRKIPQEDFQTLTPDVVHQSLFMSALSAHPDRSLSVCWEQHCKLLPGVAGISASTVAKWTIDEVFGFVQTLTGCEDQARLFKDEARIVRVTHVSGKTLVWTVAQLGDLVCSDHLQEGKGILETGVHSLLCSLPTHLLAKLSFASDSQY
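AlphaScreen proximity signal between nickel-chelate acceptor and streptavidin donor beads (final 10 ug/mL) reports binding of 50 nM L3MBTL1 to 75 nM biotin-H3 K9me1 peptide; complex incubated with compounds 30 min at room temperature; cefsulodin titration as control.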
Tau fibril FP = qHTS for Inhibitors of Tau Fibril Formation, Fluorescence Polarization; 280,000 tested, 0.39% active; Potency, µM (series often up to 57.7 µM), inactives show at the top dose activity, negative = inhibition, most hits filed as inhibitors; AID 1468, 2008; K18 P301L tau heparin fibrillization, Alexa594 FP, 6 h; also: nearly all actives have a fitted effect of over 55% in size
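Human tau K18 […] P301L fragment, 15 uM unlabeled plus 0.24 uM Alexa 594-labeled tau (final), with compound and 20 uM heparin in 100 mM sodium acetate pH 7; 6 hr at 37 C, then Alexa 594 FP read.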
GLA spleen mod = qHTS Assay for Inhibitors and Activators of Human alpha-Galactosidase From Spleen Homogenate; Alpha-galactosidase A (Homo sapiens), P06280; human spleen homogenate, 4MU-alpha-Gal fluorescence, 40 min; Potency, µM (titrated, usually from 80 µM), inactives show top-dose activity change, negative = inhibition, usual class: inhibitors; 240,000 tested, 0.008% active;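 also: 0% = enzyme with vehicle and -100% = no enzyme basal signal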
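Spleen homogenate 1 ug + cpd (titration) + 4-MU-alpha-D-galactopyranoside 1 mM; 37C 40 min; 50 mM citrate/phosphate pH 5.0, 0.01% Tween-20; stop pH 10; fluorescence 365/440; AC50 via Hill.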
TexasRed fluor = Total Fluorescence Counterscreen for Inhibitors of the Interaction of Thyroid Hormone Receptor and Steroid Receptor Coregulator 2 | TRb/SRC2 Texas Red total fluorescence interference | Potency, µM (top dose mostly 106 µM), for inactives: top-dose fluorescence change, negative = quenching | 280,000 tested, 0.29% active; active = well fitted curve in either direction with a large enough effect; inconclusive = small, poorly fitted or top-dose-only effect
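Human TRb ligand-binding domain at 0.6 uM with 20 nM Texas Red SRC2 peptide in Tris buffer containing 1 uM T3 and 5% DMSO, incubated with compound 5 h at ambient temperature. Total fluorescence (555/632 nm) calculated as parallel + 2 × perpendicular.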
TRb SRC2 PPI = qHTS for Inhibitors of the Interaction of Thyroid Hormone Receptor and Steroid Receptor Coregulator 2 | Potency, µM (doses to about 106 µM), for the others: at the top dose activity change, negative = inhibition, hits mostly inhibitors | Thyroid hormone receptor beta (Homo sapiens), P10828 | 280,000 tested, 0.065% active | TRbeta-SRC2 peptide binding, fluorescence polarization; receptor liganded with 1 µM T3 | AID 1469, 2008;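 also: plate controls were bound peptide for no effect and peptide without receptor for full effect; nearly all actives have a fitted effect of over 50% in size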
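Decrease in fluorescence polarization of 20 nM Texas Red SRC2 coactivator peptide flagged inhibition of its binding to 0.6 uM TRb LBD; 1 uM T3 included, incubation 5 hr, ex 555/em 632 nm.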
Numbers without * were called inactive; ? = inconclusive; nt = no result given; & = joins results of further samples; ! = a repeat was not active; [ ] = another dose, or the depositor's remark. Unless noted, calls follow the shape of the dose curve; as a rule, active = well fitted curve in the direction sought with a large enough effect; inconclusive = small, poorly fitted or top-dose-only effect, or another doubt; inactive = no such curve, though single readings can be large; an effect the other way counts as inactive or inconclusive. Unless noted, % is scaled to controls: 0 for no effect and ±100 for the full control effect; potency is read from the fitted curve at half-maximal effect.

Every second line gives: Tau ThT inhib | ALDH1A1 block | Tau fluor cs | L3MBTL1 inh | Tau fibril FP | GLA spleen mod | TexasRed fluor | TRb SRC2 PPI
COc1ccc(C2CC3(CC(C)(C)NC(=O)N3)Oc3cc(O)ccc32)cc1 (stereo unspecified)
 : 7% | 4% | 7% | 3% | 9% | -1% | -5% | -4%
O=C(O)CSc1nnc(-c2ccccc2)o1
 : 1% | -4% | 0% | 6% | 0% | -2% | -1% | 1%
Cn1c(=O)c2c(nc(N3CCOCC3)n2CCSc2ncccn2)n(C)c1=O
 : 9% | -2% | 8% | -2% | -5% | -1% | -1% | -3%
Cc1ccc(/C=C/C(=O)N2CCN(c3ccc(F)cc3)CC2)o1
 : -16% | ? | -4% | -1% | 1% | -3% | -1% | -2%
CCC(=O)Nc1cccc(NC(=S)NC(=O)c2ccc(Cl)cc2Cl)c1
 : -12% | -15% | -22% | 4% | -7% | 13% | -1% | 1%
CCC(C)NC(=O)C1c2ccccc2C(=O)N(c2ccc(OC)cc2)C1c1ccc(OC)cc1 (stereo unspecified)
 : -12% | ? | -6% | nt | 10% | 3% | 1% | -3%
CSc1nc2ccccc2n1C(=O)NC1CCCCC1
 : -19% | 8% | -9% | nt | -3% | -5% | -4% | -10%
CN1C(=O)c2ccc(NC(=O)c3c(F)c(F)c(F)c(F)c3F)cc2C1=O
 : -9% | ? | -9% | 1% | -5% | 5% | -3% | -1%
CC1CN(/C(=N\S(=O)(=O)c2ccccc2)c2ccccc2)CC(C)O1 (stereo unspecified)
 : -3% | nt | -8% | 5% | -2% | 7% | 1% | 4%
Cc1cccc(OCCNC(=O)c2cccc(Oc3ccc(C(F)(F)F)cc3[N+](=O)[O-])c2)c1
 : -8% | 3% | -26% | -4% | -6% | 2% | -1% | 2%
CCOC(=O)c1c(C)[nH]c(C)c1C(=O)COC(=O)c1cc(OC)cc(OC)c1
 : -9% | -2% | -30% | -13%[11.4 µM] | -4% | -1% | 1% | 0%
CC(NC(=O)CN(C)Cc1nc2ccccc2c(=O)[nH]1)c1ccccc1 (stereo unspecified)
 : 13% | ? | 2% | nt | 8% | 3% | 3% | -19%
O=C(O)C1C(c2ccccc2)C(C(=O)N2CCOCC2)C1c1ccccc1 (stereo unspecified)
 : -3% | 6% | -5% | -3% | 7% | 0% | -3% | 4%
CCOC(=O)C1=C(C)Nc2nc(SCC)nn2C1c1ccc(OC)cc1 (stereo unspecified)
 : 2% | ? | -9% | nt | -5% | -15% | -1% | -18%
CCCN(C(=O)CSc1nnc(-c2ccoc2C)n1N)C1CCS(=O)(=O)C1 (stereo unspecified)
 : 0% | 20µM* | 7% | 1% | 14% | 0% | -1% | 2%
COC(=O)c1ccc(/C=N/N2C(C)CCCC2C)cc1 (stereo unspecified)
 : -13% | -2% | -11% | nt | -2% | 1% | 0% | 6%
O=C(Nc1ccc(C(=O)O)cc1)Nc1cccc([N+](=O)[O-])c1
 : -17% | 5% | -25% | 9% | -6% | -14% | -3% | 7%
CCOc1ccc(CCNC(=O)Cn2nc(C)n3c(cc4occc43)c2=O)cc1OCC
 : -7% | nt | -8% | nt | -15% | nt | -4% | 7%
CC1=C(C(=O)Nc2ccc(C)cc2C)C(c2cccc([N+](=O)[O-])c2)n2nc(C(=O)OC(C)C)nc2N1 (stereo unspecified)
 : 9% | -4% | 7% | -19% | 0% | 4% | -2% | -13%
COc1cccc(/C=N/n2nnc3c(cnn3-c3ccccc3)c2=O)c1
 : -10% | 0.89µM* | -8% | -12% | -4% | 3% | -3% | -4%
COc1ccc(C(=O)SC2=NCCS2)cc1OC
 : ? | -12% | -2% | -11% | -1% | -3% | 0% | -15%
CC1CCc2c(sc(N)c2C(N)=O)C1 (stereo unspecified)
 : ? | 13µM* | -20% | -7% | ? | 2% | -3% | -7%
COc1ccccc1NC(=O)Nc1ccc(-n2ccc(C(F)(F)F)n2)cc1
 : ? | -7% | 14µM*[quencher] | 4% | ? | -2% | -1% | -4%
CN(C)CC/C=C1\c2ccccc2COc2ccccc21
 : -8%&-12%&-7% | 18µM*! | -4%&-5%&-1% | -8% | 1%&6%&4% | 15% | -1% | 2%
COC(=O)CCC(=O)NC(=S)Nc1sc(C)c(C)c1C(N)=O
 : -12% | ? | 2% | 10% | -4% | 1% | 0% | -3%
COc1ccc(N(CC(=O)N2CCc3ccccc3C2)S(=O)(=O)c2ccc(C)cc2)cc1Cl
 : -4% | nt | -18% | nt | -10% | nt | -3% | 2%
CSc1nsc(SCC(=O)Nc2ccc(OC(C)=O)cc2)n1
 : -14% | -15% | -26% | 9% | -7% | 5% | 0% | -4%
COc1ccc(OCCSc2nnc(-c3cccnc3)n2N)cc1
 : ? | ? | -1% | 1% | -2% | 1% | -1% | -1%
Cc1ccc(C(c2sc3nc(C)nn3c2O)N2CCN(CCO)CC2)cc1 (stereo unspecified)
 : 5% | nt | 10% | nt | 2% | 4% | -1% | 10%
CCC(C)NCCCOc1ccc(Cl)cc1C(C)(C)C (stereo unspecified)
 : 1% | ? | 5% | 0% | -2% | 29% | 1% | -3%

Part of the list above in a different format.
COC(=O)CCC(=O)NC(=S)Nc1sc(C)c(C)c1C(N)=O
  Tau ThT inhib = -12%
  ALDH1A1 block = ?
  Tau fluor cs = 2%
  L3MBTL1 inh = 10%
  Tau fibril FP = -4%
  GLA spleen mod = 1%
  TexasRed fluor = 0%
  TRb SRC2 PPI = -3%
COc1cccc(/C=N/n2nnc3c(cnn3-c3ccccc3)c2=O)c1
  Tau ThT inhib = -10%
  ALDH1A1 block = 0.89µM*
  Tau fluor cs = -8%
  L3MBTL1 inh = -12%
  Tau fibril FP = -4%
  GLA spleen mod = 3%
  TexasRed fluor = -3%
  TRb SRC2 PPI = -4%

Later entries:
Labels used below: A = Tau ThT inhib; B = ALDH1A1 block; C = Tau fluor cs; D = L3MBTL1 inh; E = Tau fibril FP; F = GLA spleen mod; G = TexasRed fluor; H = TRb SRC2 PPI
NNc1nc2sc3c(c2c(=O)n1C1CCCCC1)CCN(Cc1ccccc1)C3
  A: ?	B: ?	C: ?	D: -26%	E: -5%	F: -4%	G: 1%	H: -1%
O=C(O)CCNC(=S)Nc1cccc(F)c1
  A: nt	B: nt	C: -2%	D: nt	E: 7%	F: 5%	G: -8%	H: 6%
COc1ccc(-c2csc(Cc3nnc(N4CCOCC4)n3-c3ccccc3)n2)cc1
  A: -13%	B: ?	C: -4%	D: -1%	E: -5%	F: -4%	G: 0%	H: 8%
COc1ccc(NC(=O)CCc2c(C)nc3cc(-c4cccc(F)c4)nn3c2C)cc1Cl
  A: -5%	B: nt	C: -27%	D: nt	E: ?	F: nt	G: -1%	H: -5%
O=C(COc1ccccc1)NCC(=O)N/N=C/c1cccs1
  A: -19%	B: 22µM*	C: 0%	D: 7%	E: 1%	F: -6%	G: 4%	H: 1%
CCCCOP(=O)(OCCCC)C(O)c1ccc(F)cc1 (stereo unspecified)
  A: -1%	B: nt	C: -8%	D: 0%	E: 8%	F: -1%	G: -5%	H: 2%
O=C(Nc1ccccc1N1CCCC1)c1ccc(Cl)cc1Cl
  A: -4%	B: ?	C: 0%	D: -15%	E: 1%	F: -4%	G: -1%[53 µM]	H: 3%[53 µM]
CC1CN(c2ccc(S(=O)(=O)N3CCCC3)cn2)CC(C)O1 (stereo unspecified)
  A: 7%	B: nt	C: -2%	D: 3%	E: -9%	F: -6%	G: -2%	H: -1%
Cc1ccccc1-c1noc(-c2ccccc2C(=O)N2CCCC2)n1
  A: -20%	B: -4%	C: -10%	D: 1%	E: -3%	F: -3%	G: 2%	H: 3%
CCc1ccccc1NC1c2ccccc2C(=O)N1Cc1ccco1 (stereo unspecified)
  A: -13%	B: 6%	C: -14%	D: -6%	E: 11%	F: 4%	G: -2%	H: 7%
O=C(O)C1CC=CCC1C(=O)NCc1ccccc1 (stereo unspecified)
  A: -2%	B: 11%	C: 3%	D: 5%	E: -1%	F: 1%	G: 0%	H: -9%
CC(C)C[C@H](N)c1nnc(S(=O)(=O)Cc2ccc(F)cc2)o1
  A: -1%	B: 1.6µM*	C: -3%	D: -2%	E: ?	F: -5%	G: 1%	H: -12%
CCOC(=O)c1c(C)oc2nc(C)nc(NCCCN3CCN(c4cc(C)ccc4C)CC3)c12
  A: ?	B: nt	C: -3%	D: nt	E: 4%	F: nt	G: 0%	H: -4%
COc1ccc(CNc2nc3c(-c4ccc(C)cc4)nnn3c3ccccc23)cc1
  A: -6%	B: nt	C: -18%	D: nt	E: -13%	F: nt	G: 0%	H: 0%
Cc1cc(C)cc(NC(=O)CCC(=O)N2CCSc3ccccc32)c1
  A: -5%	B: nt	C: -23%	D: 0%	E: 2%	F: nt	G: -1%	H: -3%
CC(=O)c1ccc(NC(=O)C2(c3ccccc3)CCOCC2)cc1
  A: ?	B: 15%	C: -11%	D: 4%	E: -5%	F: -10%	G: -1%	H: -11%

Quoted at random: two records from the list.
Labels used below: A = Tau ThT inhib; B = ALDH1A1 block; C = Tau fluor cs; D = L3MBTL1 inh; E = Tau fibril FP; F = GLA spleen mod; G = TexasRed fluor; H = TRb SRC2 PPI
O=C(O)C1CC=CCC1C(=O)NCc1ccccc1 (stereo unspecified)
  A: -2%	B: 11%	C: 3%	D: 5%	E: -1%	F: 1%	G: 0%	H: -9%
CCOC(=O)c1c(C)oc2nc(C)nc(NCCCN3CCN(c4cc(C)ccc4C)CC3)c12
  A: ?	B: nt	C: -3%	D: nt	E: 4%	F: nt	G: 0%	H: -4%

Some entries already given, limited to ALDH1A1 block, Tau ThT inhib and TexasRed fluor.
SMILES	ALDH1A1 block	Tau ThT inhib	TexasRed fluor
CC1CN(c2ccc(S(=O)(=O)N3CCCC3)cn2)CC(C)O1 (stereo unspecified)	nt	7%	-2%
Cc1ccccc1-c1noc(-c2ccccc2C(=O)N2CCCC2)n1	-4%	-20%	2%
CCc1ccccc1NC1c2ccccc2C(=O)N1Cc1ccco1 (stereo unspecified)	6%	-13%	-2%
